TRPC4 act: TRPC4 (mouse) channel activation; HEK293 TRPC4beta/mu-opioid, Fluo4 calcium fluorescence; active compounds read high; B-score at 10 µM; 310,000 compounds, 0.49% hits; Q9QUQ5;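 active = B-score above 5 SD of library B-scores, and initial fluorescence ratio not above library mean plus 5 SD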;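 also: positive B-score marks a calcium rise read as TRPC4 activation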
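System: HEK293 cells stably co-expressing mouse TRPC4beta and mu-opioid receptor; Schedule: Fluo4 dye loading 45 min at room temperature, 110 s recording; Detection: Fluo4 fluorescence, kinetic; Evaluation: B-scored integrated calcium fluorescence ratio; Controls: buffer (low) and maximal DAMGO (high).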
hERG rescue: hERG (human) protection from proarrhythmic block. CHO-hERG, FluxOR thallium flux, dofetilide IC70 present. activation (rescue from dofetilide block), less the hit threshold, % at 10 µM. 310,000 compounds, 0.51% hits. AID 1511;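 active = activation above the mean of controls blocked by dofetilide plus 5 SD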;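 also: thallium influx through hERG after potassium depolarization seen as dye fluorescence rise; in these data hits start at about 4.7%; inactives centre near -7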
KCNQ1 act: potentiates or activates the human KCNQ1 potassium channel; P51787; CHO-K1 KCNQ1, thallium flux FluxOR fluorescence; active compounds read high; B-score at 10 µM; 310,000 compounds, 0.35% hits;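 active = fluorescence ratio B-score, a plate-corrected score, at least three library SD, with initial intensity B-score within 5 SD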
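Schedule – 37 °C overnight plating, 90-min dark dye load, 20-min compound pretreatment · System – stable KCNQ1 CHO-K1 line · Probe or stimulus – thallium- and potassium-containing depolarizing buffer · Measured by – kinetic FluxOR fluorescence, 10 s baseline plus 110 s post-stimulus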
KCNK3 block: human KCNK3 channel inhibition, primary screen; O14649; CHO-KCNK3 thallium flux, FluxOR fluorescence; active compounds read low; B-score at 10 µM; 340,000 compounds, 0.84% hits; AID 602410;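 active = B-score under library mean minus 4 SD, starting fluorescence ratio at most library mean plus 5 SD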;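 also: more negative B-score means stronger inhibition of thallium flux through KCNK3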
Target sequence (O14649 whole entry, looked up): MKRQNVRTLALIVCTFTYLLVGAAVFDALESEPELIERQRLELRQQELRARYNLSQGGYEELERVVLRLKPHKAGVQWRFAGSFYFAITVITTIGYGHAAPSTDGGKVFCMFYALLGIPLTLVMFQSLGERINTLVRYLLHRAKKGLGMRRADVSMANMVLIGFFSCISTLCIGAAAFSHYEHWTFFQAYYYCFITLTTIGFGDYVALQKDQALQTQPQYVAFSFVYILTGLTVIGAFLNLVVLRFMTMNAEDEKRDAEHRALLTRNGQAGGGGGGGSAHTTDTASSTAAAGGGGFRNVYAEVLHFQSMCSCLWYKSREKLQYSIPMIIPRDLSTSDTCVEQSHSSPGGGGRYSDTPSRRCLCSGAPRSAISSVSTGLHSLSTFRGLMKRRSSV
TRPC4 PAM: TRPC4 (mouse) allosteric potentiation. Q9QUQ5. HEK293 TRPC4beta/mu-opioid, DAMGO EC20, Fluo-4 Ca2+ flux; active compounds read high. B-score at 10 µM. 310,000 compounds, 0.42% hits;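 active = B-score of calcium response area above 5 SD of library B-scores, with initial fluorescence ratio within 5 SD of library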;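 also: B-score of integrated fluorescence ratio over time as area under calcium response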
TMEM16A inh: mouse TMEM16A channel inhibition, primary screen. 310,000 compounds, 1.2% hits. normalized B-score (activity score, 25-100; higher = stronger inhibition) at 10 µM. Q8BHY3. HEK293 TMEM16A/YFP iodide influx fluorescence, ionomycin;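 active = ratio plate-corrected score three or more library SD toward inhibition, starting fluorescence score within five deviations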;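 also: score derived from kinetic fluorescence span divided by baseline fluorescence per well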
KCNK9 block: blocks the human KCNK9 two-pore domain potassium channel; HEK293 KCNK9, FluxOR thallium flux fluorescence; active compounds read low; Q9NPC2; 310,000 compounds, 1.2% hits; B-score at 10 µM; AID 488922;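 active = ratio B-score over 3 SD below the library mean, with starting fluorescence within 5 SD of its mean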;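 also: negative B-score means less thallium flux so channel inhibition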
KCNQ1 block: blocks the human KCNQ1 potassium channel. AID 2642. P51787. 310,000 compounds, 1.3% hits. CHO-K1 KCNQ1, FluxOR thallium flux fluorescence; active compounds read high. B-score at 10 µM;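 active = compounds whose thallium flux B-score, printed positive for inhibition, exceeds three library SD while starting fluorescence stays within three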;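 also: channel opened by potassium depolarization with thallium stimulus after 20 min compound exposure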
ANO1 activ: activators or potentiators of mouse TMEM16A chloride channel | HEK293 TMEM16A/YFP-H148Q/I152L, iodide quench fluorescence; active compounds read low | B-score at 10 µM | 340,000 compounds, 0.3% hits;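 active = fluorescence-ratio B-score plate-corrected deviation score at least 3 library SD below zero, with starting fluorescence score within 5 deviations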;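 also: channel opened by trigger with iodide after compound preincubation; score built on the fluorescence ratio of max minus min over baseline; more negative score means more quench and so TMEM16A activation or potentiation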
DYRK1A inh: blocks rat Dyrk1A kinase activity | 310,000 compounds, 0.43% hits | inhibition, % at 12.5 µM | Q63470 | ADP-Glo luminescence, NFATc1 peptide; in the data active = inhibition above about 50%;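 also: plate controls were vehicle with enzyme for no effect and no enzyme for full effect; many of its hits are not listed in these tables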
HDAC3 inh: human HDAC3 inhibition | 320,000 compounds, 0.15% hits | O15379 | recombinant HDAC3, fluorogenic peptide/trypsin coupled, fluorescence | inhibition, % at 8.3 µM; in the data active = inhibition above about 26%, passing the limit was not always enough; inconclusive = no clear call, values can overlap the other calls
Target sequence (O15379 whole entry, looked up): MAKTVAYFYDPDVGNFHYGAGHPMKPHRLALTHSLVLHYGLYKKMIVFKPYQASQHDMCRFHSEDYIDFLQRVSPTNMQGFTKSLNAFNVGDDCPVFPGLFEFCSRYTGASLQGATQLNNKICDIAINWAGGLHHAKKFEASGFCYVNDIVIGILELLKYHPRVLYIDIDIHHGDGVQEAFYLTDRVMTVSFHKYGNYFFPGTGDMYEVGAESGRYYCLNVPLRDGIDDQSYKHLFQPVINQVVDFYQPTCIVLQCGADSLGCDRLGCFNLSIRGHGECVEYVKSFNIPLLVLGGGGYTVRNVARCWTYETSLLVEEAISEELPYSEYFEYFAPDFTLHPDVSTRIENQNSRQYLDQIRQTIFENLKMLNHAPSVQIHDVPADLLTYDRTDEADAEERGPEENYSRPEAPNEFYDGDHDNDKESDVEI
* = called active by the depositor; i = inactive; ? = inconclusive; . = not tested or not shown.

SMILES	TRPC4 act	hERG rescue	KCNQ1 act	KCNK3 block	TRPC4 PAM	TMEM16A inh	KCNK9 block	KCNQ1 block	ANO1 activ	DYRK1A inh	HDAC3 inh
NS(=O)(=O)c1cc(C(=O)N2CCc3ccccc32)c(Cl)cc1Cl	i	-16.3	i	i	i	i	i	i	i	-8.6	9.3
O=C(O)c1ccc2c(c1)c1c3n2CCNC3CCC1 (stereo not drawn)	i	-2.6	i	i	i	i	i	i	i	2.3	-3.2
COc1ccc(OC)c(-c2cc(C(=O)N/N=C/c3cc(OC)c(OC)cc3OC)c3ccccc3n2)c1	i	-9.7	i	i	i	i	i	i	i	-2.9	-21.6
CC1=NN(c2ccc(Cl)cc2)C(=O)C1C(c1ccccc1O)c1c(C)[nH]n(-c2ccc(Cl)cc2)c1=O (stereo not drawn)	i	-6.2	i	i	i	i	i	i	i	-7.0	5.4
CC(=O)Nc1ccc(NC(=O)c2ccc3c(c2)CCN3S(C)(=O)=O)cc1	i	-3.4	i	i	i	i	i	i	i	-2.3	1.3
CC(C(=O)N1CCN(Cc2ccc3c(c2)OCO3)CC1)n1cc([N+](=O)[O-])cn1 (stereo not drawn)	i	-7.8	i	i	i	i	i	i	i	1.4	-12.1
CC(C)n1c(C(=O)OCC(=O)NCc2ccc3c(c2)OCO3)cc2sccc21	i	-5.0	i	i	i	i	i	i	i	4.9	-0.4
O=C1CCCCCN1C(=O)c1ccc(C(=O)N2CCCCCC2=O)cc1	i	-8.4	i	i	i	i	i	i	i	-6.1	0.8
CC(=O)Nc1cccc(/C(C)=N/NC(=O)c2cccs2)c1	i	-2.0	i	i	i	i	i	i	i	-1.8	2.8
CCOC(=O)C1=C(C)OC(N)=C(C#N)C1c1ccc(OC)c(CSc2ccccn2)c1 (stereo not drawn)	i	-9.7	i	i	i	i	i	i	i	0.9	3.4
COc1ccccc1CNC(=O)c1cc(C(C)=O)c[nH]1	i	-2.6	i	i	i	i	i	i	i	2.7	-2.4
Cc1cc(Cl)cc(C)c1OCCOCCNCc1ccccc1	i	-14.2	i	i	i	i	i	i	i	10.8	2.6
Cc1ccc(-n2c(=O)c3sccc3n(CC(=O)NCc3ccco3)c2=O)cc1	i	-3.4	i	i	i	i	i	i	i	1.6	-12.3
COCCCNCCCCOc1c(Cl)cc(C)cc1Br	i	-17.4	i	i	i	i	i	i	i	-3.4	-4.3
O=C(Nc1ccc(N2CCOCC2)cc1)c1ccccc1SCC(=O)N1CCCC1	i	-9.7	i	i	i	i	i	i	i	-2.3	-4.3
COc1ccccc1OCc1nc(C#N)c(N2CCC(C(N)=O)CC2)o1	i	-0.5	i	i	i	i	i	i	i	-2.4	-2.3
CCn1nnnc1-c1ccc(OC)c(S(=O)(=O)Nc2ccc(S(N)(=O)=O)cc2)c1	i	-5.5	i	i	i	i	i	i	i	-0.1	12.8
O=C(N/N=C/c1ccc(N2CCOCC2)o1)c1ccccc1[N+](=O)[O-]	i	-10.1	i	i	i	i	i	i	i	5.0	3.1
Cc1ccccc1CN1C(=O)c2ccccc2Sc2ccc(C(=O)O)cc21	i	-2.8	i	i	i	i	i	i	i	8.8	2.4
CS/C(=N\S(=O)(=O)c1cccs1)Nc1ccc(F)cc1	i	-8.1	i	i	i	i	i	i	i	3.0	1.1
Cc1ccc(NC(=O)c2cnn(-c3ccccc3)c2NC(=O)c2ccco2)cc1C	i	-6.9	i	i	i	i	i	i	i	-2.2	7.4
CN(/N=C/c1ccc(N(C)C)cc1)C1=NS(=O)(=O)c2ccccc21	i	-4.9	i	i	i	i	i	i	i	-2.3	-7.8
COCCCNC(=O)CC1Oc2ccccc2NC1=O (stereo not drawn)	i	-2.6	i	i	i	i	i	i	i	1.5	3.0
O=C(N/N=C/c1ccncc1)c1ccc(-n2cccc2)cc1	i	-3.5	i	i	i	i	i	i	i	6.0	-2.5
Cc1cccc(C)c1NC(=S)N/N=C1\CC2CC=CC12 (stereo not drawn)	i	-7.7	i	i	i	i	i	i	i	-3.8	-2.4

Going on with the list:
SMILES	TRPC4 act	hERG rescue	KCNQ1 act	KCNK3 block	TRPC4 PAM	TMEM16A inh	KCNK9 block	KCNQ1 block	ANO1 activ	DYRK1A inh	HDAC3 inh
COC(=O)c1ccc(Oc2cc(C)nc(NCc3ccccc3)n2)cc1	i	-4.2	i	i	i	i	i	i	i	-2.1	-8.6
Cc1ccc(S(=O)(=O)c2nnn(-c3cccc(F)c3)c2N)cc1	i	-13.9	i	i	i	i	i	i	i	-6.2	6.7
COc1ccc(S(=O)(=O)Nc2ccc3oc(C)c(C(=O)O)c3c2)cc1	i	-5.7	i	i	i	i	i	i	i	-11.6	-1.0
COC(=O)c1cc(S(=O)(=O)N2CCN(c3cccc(Cl)c3)CC2)c[nH]1	i	-9.8	i	i	i	i	i	i	i	2.9	.
COc1ccccc1C(=O)Nc1cc(Cl)ccc1-n1cncn1	i	-12.0	i	i	i	i	i	i	i	.	2.3
O=C(Cn1ncc2c3ccccc3n(Cc3ccccc3)c2c1=O)N1CCN(c2ccccn2)CC1	i	-5.1	i	i	i	i	i	i	i	4.3	-11.6
COc1cc(C(=O)O)ccc1OCC(=O)N1CCOCC1	i	-9.4	i	i	i	i	i	i	i	3.7	0.4
CNCCCOc1ccc(Cl)cc1C(C)(C)C	i	-8.2	i	i	50*	i	i	i	i	3.1	2.7
Cc1ccccc1-c1nc2sc(C)c(C)c2c(=O)o1	i	-6.3	i	i	i	i	i	i	i	.	-3.6
CCN(CC1CCCN(CCc2cccc(F)c2)C1)C(=O)c1cc(C)oc1C (stereo not drawn)	i	-11.2	i	i	i	i	i	i	i	-1.3	3.7
O=C(Nc1ccccc1C(=O)NCc1cccnc1)c1cccc([N+](=O)[O-])c1	i	-15.1	i	i	i	i	i	i	i	1.4	-3.7
C=CCSc1nnc(NC(=O)c2ccc(NC(C)=O)cc2)s1	i	-4.8	i	i	i	i	i	i	i	-3.8	0.2
Nc1ccc(-c2nnn(Cc3ccccc3F)n2)cc1	i	-7.1	i	i	i	i	i	i	i	19.0	3.6
C/C(=N/NC(=O)CC1N=C(Cc2ccccc2)NNC1=O)c1cccnc1 (stereo not drawn)	i	-12.0	i	i	i	i	i	i	i	-7.8	-0.2
O=C(Nc1ccc(S(=O)(=O)N2CCOCC2)cc1)c1ccc2c(c1)S(=O)(=O)c1ccccc1C2=O	i	-3.8	i	i	i	i	i	i	i	1.5	1.4
CC(NC(=O)C1CCCN(S(=O)(=O)c2cccc3nonc23)C1)c1ccccc1 (stereo not drawn)	i	-0.1	i	i	i	i	i	i	i	-6.1	6.1
Cc1ccc(S(=O)(=O)NCc2cccnc2)cc1C(=O)N1CCCC1	i	-6.2	i	i	i	i	i	i	i	-5.5	1.3
COc1ccc(OC)c(-n2c(-c3cnccn3)n[nH]c2=S)c1	i	-8.0	i	i	i	i	i	i	i	-7.7	8.7
CN1CCN(C(=O)C2CCCN(c3ncnc4c3nc3n4CCCCC3)C2)CC1 (stereo not drawn)	i	-10.2	i	i	i	i	i	i	i	1.9	-2.5
NC(=O)C1CCCN(CCc2ccccc2)C1 (stereo not drawn)	103*	-4.4	i	i	i	i	i	i	i	7.0	-0.8
CCOC(=O)N1CCC(NC(=O)c2ccccc2C(=O)O)CC1	i	-4.3	i	i	i	i	i	i	i	3.2	-3.5
Cc1ccc(NC(=S)N(Cc2ccco2)C(C)c2cccs2)c(Cl)c1 (stereo not drawn)	i	-12.9	i	-10.7*	i	i	i	i	i	-3.9	1.2
Cc1ccc(C(=O)Nc2ccc(Oc3ccc(C(=O)O)c(C(=O)O)c3)cc2)cc1C	i	-3.6	i	i	i	i	i	i	i	14.7	3.0
COc1cccc(CN2CCC(CO)(CC3CCCCO3)CC2)c1 (stereo not drawn)	i	-5.0	i	i	i	i	i	i	i	3.7	1.2
CCc1cc(S(N)(=O)=O)cc(CC)c1NC(C)=O	i	-2.9	i	i	i	i	i	i	i	-5.8	6.4

Next part
SMILES	TRPC4 act	hERG rescue	KCNQ1 act	KCNK3 block	TRPC4 PAM	TMEM16A inh	KCNK9 block	KCNQ1 block	ANO1 activ	DYRK1A inh	HDAC3 inh
CCC1CCC/C1=N\NC(=O)CCC(=O)Nc1ccccc1Cl (stereo not drawn)	i	-6.1	i	i	i	i	i	i	i	-1.1	?
CCNC(=O)c1cc2c(=O)n3cccc(C)c3nc2n(CCc2ccccc2)c1=N	i	-9.1	i	i	i	i	i	i	i	0.1	i
CC(C)(C)c1ccc(C(=O)NN=C2CCCC2)cc1	i	-8.2	i	i	i	i	i	i	i	-5.1	-0.7
Cc1cccc(/C(N)=N/OC(=O)c2cccs2)c1	i	-0.5	i	i	i	i	i	i	i	9.2	5.8
C[C@H](NC(=O)OCc1ccccc1)c1nnc([C@H](C)NC(=O)OCc2ccccc2)o1	i	-5.2	i	i	i	i	i	i	i	2.4	4.2
CC(C)(C)C1CCC(C(=O)OCC(=O)c2ccc[nH]2)CC1 (stereo not drawn)	i	-4.2	i	i	i	i	i	i	i	-3.9	21.3
CCOc1ncccc1C(=O)OCCN1C(=O)c2ccccc2C1=O	i	-7.1	i	i	i	i	i	i	i	0.7	1.1
CC(=O)Nc1ccc(N/C=C(\C#N)S(=O)(=O)c2ccc(Cl)cc2)cc1	i	-3.5	i	i	i	i	i	i	i	0.0	9.5
Cn1c(=O)c2c(nc(SCc3nn[nH]n3)n2Cc2ccccc2F)n(C)c1=O	i	-5.9	i	i	i	.	i	i	i	-3.1	.
Cc1ccc(CNC(=O)C(NS(=O)(=O)c2cccc3nsnc23)c2ccccc2)cc1 (stereo not drawn)	i	-9.4	i	i	i	i	i	i	i	-1.1	0.6
Cc1ccc2c(c1)nc(-n1nc(C)cc1C)c1nnnn12	i	-7.5	i	i	i	i	i	i	i	1.2	-0.4
CCCNC(=O)C1CC(=O)N(c2ccc(OCc3ccc(F)cc3)cc2)C1 (stereo not drawn)	i	-2.9	i	i	i	i	i	i	i	5.4	2.2
CCSc1nnc(NC(=O)[C@H](C)NC(=O)c2ccccc2Cl)s1	i	-7.7	i	i	i	i	i	i	i	-0.1	-5.5

High-throughput results (PubChem BioAssay)

A portion of the library; count on the stated rates, not on these rows.
